AmpC det inh: Promiscuous and Specific Inhibitors of AmpC Beta-Lactamase (assay with detergent). P00811. purified AmpC, nitrocefin hydrolysis with detergent. Potency, µM (series often up to 28.7 µM), for the others: at the top dose activity change, negative = inhibition. 71,000 tested, 0.09% active. AID 584, 2007; active = well fitted curve in the direction sought with a large enough effect
Target sequence (P00811 whole entry, looked up): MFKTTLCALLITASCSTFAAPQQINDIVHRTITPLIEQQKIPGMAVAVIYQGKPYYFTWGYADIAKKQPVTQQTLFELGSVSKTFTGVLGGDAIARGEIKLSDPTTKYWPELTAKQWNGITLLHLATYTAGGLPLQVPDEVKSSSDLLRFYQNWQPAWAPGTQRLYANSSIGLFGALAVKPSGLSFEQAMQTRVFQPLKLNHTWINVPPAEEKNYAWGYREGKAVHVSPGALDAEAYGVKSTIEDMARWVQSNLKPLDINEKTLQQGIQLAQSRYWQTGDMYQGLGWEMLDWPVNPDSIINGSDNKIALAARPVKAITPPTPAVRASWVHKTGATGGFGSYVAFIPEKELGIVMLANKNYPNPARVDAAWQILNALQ
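E. coli AmpC (5.3 nM) in 20 mM phosphate pH 7.0 with 0.01% Triton X-100, preincubated 15 min RT with compound; nitrocefin (2 uL of 800 uM stock) hydrolysis followed by 480 nm absorbance every 20 s over 4 min.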
An asterisk follows results filed as active; & = joins results of further samples; [ ] = remark or other dose. % is set by controls: 0 for no effect and ±100 for the full control effect; potency is the fitted concentration of half-maximal effect. A portion of the library; count on the stated rates, not on these rows.

| entry | compound | AmpC det inh |
| --- | --- | --- |
| 1 | C[C@H]1CC[C@@]2(NC1)O[C@@H]1C[C@H]3[C@@H]4CC[C@@H]5C[C@@H](O)CC[C@@]5(C)[C@@H]4CC[C@]3(C)[C@@H]1[C@@H]2C | -0.1%[12.8 µM] |
| 2 | CCOC(=O)Cn1c(=N)n(Cc2ccccc2)c2ccccc21 | -5.8% |
| 3 | O=C1CCCN1CCCNc1ncnc2c1cnn2-c1ccc(Cl)cc1 | 7.0% |
| 4 | COc1ccc(-c2noc(CCCC(=O)NCc3ccco3)n2)cc1OC | -1.0% |
| 5 | O=C(Oc1ccc2ccccc2c1Cl)N1CCCC1 | 11.6% |
| 6 | S=c1[nH]nc(SCc2ccccc2Cl)c2[nH]cnc12 | -3.4%[5.75 µM] |
| 7 | COc1ccc(Cn2c(C3CC3)nc3ccc(NC(=O)c4ccco4)cc3c2=O)cc1 | -2.7% |
| 8 | COc1cccc(-c2cn3nc4c(nc3n2)CCCC4)c1 | 10.4% |
| 9 | N#Cc1cccc(NC(=O)c2ccccc2C(=O)O)c1 | -2.2% |
| 10 | Cc1noc(C)c1-c1nc(NCc2cccnc2)c2ccccc2n1 | 10.2% |
| 11 | COc1ccc2nc(NC(=O)CCNS(=O)(=O)c3ccc4c(c3)oc(=O)n4C)sc2c1 | -0.4% |
| 12 | CCSc1nnc2c(n1)[nH]c1c(C)cccc12 | 4.8% |
| 13 | CCn1nc(C(=O)OCC(=O)NCCN2C(=O)CSC2=O)c2ccccc2c1=O | -4.9% |
| 14 | COc1ccc2[nH]cc(CCNc3ncncc3-c3ccc4c(c3)OCO4)c2c1 | -5.6% |
| 15 | O=C(NC1=NCCS1)C1COc2ccccc2O1 (stereo not given) | -1.8% |
| 16 | Cc1ccc(CSc2nnc(-c3ccccn3)n2C)cc1 | -4.8% |
| 17 | CCNC(=O)CN(Cc1ccccc1)S(=O)(=O)c1ccccc1 | 5.7% |
| 18 | NC(=O)c1ccc(-n2nnnc2Oc2ccccc2C(=O)N2CCOCC2)cc1 | -4.7% |
| 19 | COc1ccc(C(=O)N2CCC3(CC2)CN(C(=O)Nc2ccccc2)C3)cc1 | -0.8% |
| 20 | O=c1oc2ccccc2c(O)c1C=NCc1ccccn1 | -0.7% |
| 21 | O=C(OCc1ccccc1)c1ccc(Br)o1 | 0.5% |
| 22 | COC(=O)c1cc(NC(=O)Cc2coc3cc(OC)ccc23)cc(C(=O)OC)c1 | -1.2% |
| 23 | O=C(c1cc(C(F)(F)F)cc(C(F)(F)F)c1)N1CCC2(CC1)CN(c1ccccn1)C2 | -0.1% |
| 24 | COC(=O)CN(c1cccc(OC)c1)S(C)(=O)=O | 0.3% |
| 25 | CC1CCCCN1CCCn1c(=S)[nH]c2ccccc2c1=O (stereo not given) | 0.2% |

Sorted by heavy-atom count (rising): part of the list above.
| entry | compound | AmpC det inh |
| --- | --- | --- |
| 5 | O=C(Oc1ccc2ccccc2c1Cl)N1CCCC1 | 11.6% |
| 20 | O=c1oc2ccccc2c(O)c1C=NCc1ccccn1 | -0.7% |
| 10 | Cc1noc(C)c1-c1nc(NCc2cccnc2)c2ccccc2n1 | 10.2% |
| 14 | COc1ccc2[nH]cc(CCNc3ncncc3-c3ccc4c(c3)OCO4)c2c1 | -5.6% |
| 1 | C[C@H]1CC[C@@]2(NC1)O[C@@H]1C[C@H]3[C@@H]4CC[C@@H]5C[C@@H](O)CC[C@@]5(C)[C@@H]4CC[C@]3(C)[C@@H]1[C@@H]2C | -0.1%[12.8 µM] |

A few values from the results shown.
no. 16 – AmpC det inh: -4.8%
no. 10 – AmpC det inh: 10.2%

The main list resumes, repeating the three entries before the break.
| entry | compound | AmpC det inh |
| --- | --- | --- |
| 23 | O=C(c1cc(C(F)(F)F)cc(C(F)(F)F)c1)N1CCC2(CC1)CN(c1ccccn1)C2 | -0.1% |
| 24 | COC(=O)CN(c1cccc(OC)c1)S(C)(=O)=O | 0.3% |
| 25 | CC1CCCCN1CCCn1c(=S)[nH]c2ccccc2c1=O (stereo not given) | 0.2% |
| 26 | O=C(CCCCCn1c(SCC(=O)c2ccccc2)nc2ccccc2c1=O)NCc1ccco1 | -1.5% |
| 27 | CCc1c(C)nc2ncnn2c1NCCc1ccc(OC)cc1 | -3.4% |
| 28 | COCCNC(=O)CNS(=O)(=O)c1ccc2nc(C)sc2c1 | -4.0% |
| 29 | Cc1cc(=O)n2[nH]c(COc3ccccc3)nc2n1 | -5.6% |
| 30 | O=C(c1cccs1)N1CCN(CCc2ccccc2)CC1 | -2.9% |
| 31 | COc1ccc(N2CCCn3c2nc2c3c(=O)n(Cc3ccc(F)cc3)c(=O)n2C)c(OC)c1 | -3.6% |
| 32 | COc1ccccc1N(CC(O)CN1C(=O)NC(C)(C)C1=O)S(=O)(=O)c1ccc(C)cc1 (stereo not given) | 6.5% |
| 33 | CCN(CC)S(=O)(=O)N1CCC(C(=O)NCC2COc3ccccc3O2)CC1 (stereo not given) | 0.7% |
| 34 | COc1ccc(Cc2nn3c(-c4ccccc4Br)nnc3s2)cc1 | -2.3% |
| 35 | O=C(Nc1ccc(N2CCN(Cc3ccccc3Cl)CC2)cc1)c1cccnc1 | -5.3% |
| 36 | CCCc1nc2oc3c(NCCOCCO)ncnc3c2c2c1COC(C)(C)C2 | 1.0% |
| 37 | Cc1cc(NC(=O)C2CC(c3cccc(Br)c3)=NO2)no1 (stereo not given) | -3.7% |
| 38 | CC(=O)CCc1ccc2oc(C(=O)O)c(C)c2c1 | -2.4% |
| 39 | O=C(NC1CCCCCC1)c1cccs1 | -1.2% |
| 40 | CC(C)C(NS(=O)(=O)c1cccs1)C(=O)N1CCc2ccccc2C1 (stereo not given) | 28.4% |
| 41 | CCN1CCN(CCCNC(=O)C2c3ccccc3C(=O)N(C)C2c2ccc(OC)cc2)CC1 (stereo not given) | 1.9% |
| 42 | CC(C)(C)n1ncc2c(=O)n(Cc3ccc(Cl)cc3Cl)cnc21 | 8.0% |
| 43 | O=C(COC(=O)c1cccc(S(=O)(=O)N2CCc3ccccc3C2)c1)NCc1ccco1 | 16.4% |
| 44 | COC(=O)CSc1nc2ccccc2c(=O)n1C | 8.3% |
| 45 | O=C(Nc1ccc2c(c1)oc1ccc(S(=O)(=O)N3CCCC3)cc12)C1CC1 | -2.7% |
| 46 | Cc1sc2ncn(CCn3cnc4sc(C)c(C)c4c3=O)c(=O)c2c1C | -3.9% |
| 47 | CC12CC(NC(=O)N1CCc1ccccc1)c1cc(Cl)ccc1O2 (stereo not given) | -3.5% |
| 48 | CC(C)(C)c1cc(C(=O)N2CCc3ccccc32)ccn1 | -2.6% |
| 49 | CCCS(=O)(=O)N1CCc2cc(OC)c(OC)cc2C1 | -4.3% |
| 50 | CN(C)CCCNc1oc(-c2ccccc2)nc1C#N | -0.9% |

Shown field by field: entries from further up
1) C[C@H]1CC[C@@]2(NC1)O[C@@H]1C[C@H]3[C@@H]4CC[C@@H]5C[C@@H](O)CC[C@@]5(C)[C@@H]4CC[C@]3(C)[C@@H]1[C@@H]2C
  AmpC det inh: -0.1%[12.8 µM]

2) CCOC(=O)Cn1c(=N)n(Cc2ccccc2)c2ccccc21
  AmpC det inh: -5.8%

New compounds follow:
| entry | compound | AmpC det inh |
| --- | --- | --- |
| 51 | O=C(NC1CCCC1)c1ccc2nc(-c3ccco3)c(-c3ccco3)nc2c1 | -4.2% |
| 52 | Cn1c(=O)c2c(nc(N3CCc4ccccc4C3)n2Cc2ccccc2F)n(C)c1=O | -0.2% |
| 53 | CCOC(=O)c1ccc2ncc(C(=O)OCC)c(NCc3ccco3)c2c1 | -3.1% |
| 54 | CN(Cc1ccco1)c1nc(-c2ccccc2Cl)nc2ccccc12 | 8.4% |
| 55 | CN1CCN(c2nc(N3CCN(c4ccccc4)CC3)ncc2F)CC1 | -1.2% |
| 56 | O=C(CSc1nnc(C2CC2)n1Cc1ccccc1)c1ccc(S(=O)(=O)N2CCOCC2)cc1 | 7.4% |
| 57 | CCCOc1ccc(-c2nnc(-c3ccco3)o2)cc1 | -2.7% |
| 58 | N[C@@H](Cc1cc(Br)c(O)c(Br)c1)C(=O)O | -0.4%[5.75 µM] |
| 59 | C=C1N(CCCCCC(=O)O)C(=O)OC12CCCCC2 | -3.5% |
| 60 | Cc1cc(C)n2nc3ccccc3c2n1 | 0.8% |
| 61 | O=C1c2ccccc2C(=O)N1CCCCCc1nc(-c2ccccc2)no1 | -3.1% |
| 62 | CCOc1ccc(CNC(=O)C2CC(=O)N(C3CCCC3)C2)cc1OC (stereo not given) | -2.0% |
| 63 | Cc1onc(-c2c(F)cccc2Cl)c1C(=O)Nc1nc2c(s1)CCCC2 | -1.7% |
| 64 | O=C(Nc1ccc(-c2cn3ccsc3n2)cc1)c1ccc(F)c(S(=O)(=O)N2CCOCC2)c1 | 11.3% |
| 65 | C=C[C@@]1(C)C=C2CC[C@@H]3[C@](C)(CCC[C@@]3(C)C(=O)O)[C@H]2CC1 | -8.1% |
| 66 | Nc1c(C(=O)NCCc2ccccc2)nnn1Cc1ccccc1 | -1.2% |
| 67 | CCC1=Nc2ccccc2-c2nnc(SC)nc2O1 | -1.0% |
| 68 | O=C(Nc1ccc2c(c1)OC1(CCCC1)O2)C1CC1 | -5.6% |
| 69 | CCOC(=O)N1CCC(NC(=O)c2cc3c(-c4cccc(OC)c4)nn(C)c3s2)CC1 | -4.5% |
| 70 | Cc1nc2ccc(F)cc2cc1C(=O)NCC1CCCO1 (stereo not given) | 0.1% |
| 71 | COc1cc(=O)[nH]c(=O)n1C(=O)Cc1ccccc1 | 6.5% |
| 72 | CC(C)(C)NS(=O)(=O)c1ccc(CCC(=O)NCc2ccco2)cc1 | -1.0% |
| 73 | CCCCCCN=C(C)C1=C(O)C(C(=O)OC)C(C)(C)CC1=O (stereo not given) | 16.0% |
| 74 | O=C(Nc1ccc2c(c1)OCCO2)c1ccc(Br)c(S(=O)(=O)N2CCOCC2)c1 | -3.9% |
| 75 | O=C1c2ccccc2C(=O)N1CCC(=O)N1CCc2ccccc21 | -4.6% |

(more compounds)
item | mol | AmpC det inh
76 | O=C1c2ccccc2C(O)(c2ncc[nH]2)N1C1CCCCC1 (stereo not given) | -0.5%
77 | Cn1c(=O)c2c(nc(CN3CCN(C(=O)c4ccco4)CC3)n2Cc2ccccc2)n(C)c1=O | 12.4%
78 | COCCn1nnnc1C(c1cc2ccc(C)cc2[nH]c1=O)N(Cc1ccco1)Cc1cccs1 (stereo not given) | 7.8%
79 | O=C(Cn1c(CO)nc2ccccc21)Nc1cc(C(F)(F)F)ccc1N1CCOCC1 | -1.0%
80 | c1cncc(C(c2nnnn2C2CCCC2)N2CCN(Cc3ccc4c(c3)OCO4)CC2)c1 (stereo not given) | 11.4%
81 | CC(NS(=O)(=O)c1ccc(Br)cc1)C(c1cccs1)N1CCN(C)CC1 (stereo not given) | 10.9%
82 | CCN1CCN(c2oc(-c3ccc(OC)cc3)nc2C#N)CC1 | -3.5%
83 | O=C(NCCN1CCN(c2ccccc2F)CC1)C1CCCN(S(=O)(=O)c2cnc[nH]2)C1 (stereo not given) | 9.5%
84 | Cc1ccc(N2CCN(C(=S)c3ccc(N(C)C)cc3)CC2)cc1 | -1.5%
85 | COc1ccccc1Nc1nc2ccccc2n1C | 2.5%
86 | CC[C@H](c1ccc(O)cc1)[C@@H](CC)c1ccc(O)cc1 | -1.3%[12.8 µM]
87 | O=C(Cn1ncc2c1-c1ccccc1OC2)N1CCN(c2ccccn2)CC1 | 12.2%
88 | O=c1c(-c2ccc(F)cc2)nc2cnc(N3CCOCC3)nc2n1CCc1ccccc1 | 1.6%
89 | O=C(COC(=O)c1ccccc1C(=O)c1ccccc1)c1ccco1 | 3.4%
90 | CCOC(=O)N1CCN(C(=O)Nc2ccc(Cl)cc2Cl)CC1 | -2.4%
91 | CCCCCCN(CCCCCC)C(=O)Cc1c(-c2ccc(F)cc2)[nH]c2ccccc12 | 1.2%&-3.8%
92 | COc1ccccc1CN1CCCC2(CCN(C(=O)c3ccncc3)CC2)C1 | -2.6%
93 | COc1cccc(NC(=O)NC2CCN(Cc3nnnn3Cc3ccc(F)cc3)CC2)c1 | 12.4%
94 | CSc1ccccc1N=CC1=C(O)CC(C)(C)CC1=O | 10.8%
95 | CCCCNC(=O)CS(=O)Cc1nc(-c2ccc(C)cc2)oc1C (stereo not given) | 12.3%
96 | COC(=O)c1[nH]c2cccc(OC)c2c1NC(=O)CN1CCC(C(N)=O)(N2CCCCC2)CC1 | -1.2%
97 | O=C(O)CCC(=O)Nc1ccc(-c2nnc(-c3ccco3)o2)cc1 | 11.2%
98 | COc1ccc(OCC(O)CNC(=O)c2ccc(Br)cc2)cc1 (stereo not given) | -5.3%
99 | O=C(Cn1ccc2ccccc2c1=O)Nc1ccc2c(c1)OCO2 | -4.8%
100 | C=CCN1C(=O)C(O)=C(C(C)=O)C1c1ccccc1F (stereo not given) | -3.5%
101 | CCc1nn(CC(=O)NCCCN(Cc2ccccc2)C(C)C)c(=O)c2cc3sccc3n12 | 9.1%
102 | COc1ccc(CNc2nc(-c3ccccc3CN(C)C)nc3ccccc23)c(OC)c1 | 5.9%
103 | CC1CCC(N2CCN(c3ncccn3)CC2)CC1 (stereo not given) | -4.9%
104 | Cc1cc(C)n(-c2nc3sc4c(c3c3nnc(SC(C)C)n23)CC(C)(C)OC4)n1 | 10.4%
105 | CN(C)c1ncc2nc(-c3cccs3)c(=O)n(-c3ccccc3)c2n1 | -2.0%
106 | O=C(CSc1nc(-c2ccccc2Cl)ns1)NCc1ccco1 | 9.0%
107 | O=C(Nc1ccc(NC(=O)C2CC2)nc1)c1cccs1 | 9.2%
